# Bioassay records: PubChem BioAssay, The Scripps Research Institute Molecular Screening Center
# LYPLA2 inh – blocks human lysophospholipase 2, a PME1 counter-screen; recombinant LYPLA2, FP-Rh probe fluorescence polarization; hit rate 0.38% among 320,000; inhibition, % at 5.9 µM;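 active = inhibition above the screen-wide mean plus 3 SD, limit set per campaign, cut at about 26% in these data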;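 note: 0% = LYPLA2 with DMSO and 100% = wells lacking LYPLA2 enzyme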
# GSTO1 inh – blocks human GSTO1 in RBBP9 counter-screen; P78417; recombinant GSTO1, activity-based probe fluorescence polarization; inhibition, % at 5.96 µM; hit rate 1.1% among 300,000; AID 1974;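 active = inhibition above the campaign mean inhibition plus 3 SD, cut at about 35% in these data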;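 note: 0% = GSTO1-1 with DMSO and 100% = wells lacking GSTO1-1 enzyme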
# PAFAH1B3 inh – blocks human PAF acetylhydrolase 1B catalytic subunit 3; recombinant PAFAH1B3, FP-rhodamine probe, fluorescence polarization; hit rate 0.28% among 340,000; AID 492972; inhibition, % at 3.39 µM; Q15102;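 active = inhibition above the screen-wide average of all tested compounds plus 3 SD, cut at about 25% in these data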;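 note: 0% = enzyme with DMSO only and 100% = wells lacking PAFAH1B3 protein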
# LYPLA1 inh – LYPLA1 (human) inhibition in PME1 counter-screen | recombinant LYPLA1, FP-Rh probe fluorescence polarization | inhibition, % at 5.9 µM | hit rate 0.16% among 320,000;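 active = inhibition above the mean of all tested compounds plus 3 SD, set per campaign, cut at about 14% in these data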;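 note: inhibitors block serine hydrolase probe labeling of LYPLA1 so polarization falls; 0% = enzyme with DMSO and 100% = wells lacking LYPLA1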
# Target sequence (O75608 whole entry, looked up): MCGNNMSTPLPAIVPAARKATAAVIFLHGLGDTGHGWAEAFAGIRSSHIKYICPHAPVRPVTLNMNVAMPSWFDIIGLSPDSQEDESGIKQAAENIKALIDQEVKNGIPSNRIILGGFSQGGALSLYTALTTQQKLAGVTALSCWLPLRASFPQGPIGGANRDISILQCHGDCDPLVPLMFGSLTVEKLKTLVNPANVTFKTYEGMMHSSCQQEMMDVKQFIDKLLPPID
# PAFAH1B2 FP inh – inhibitors of human PAFAH1B2; P68402; recombinant PAFAH1B2, FP-rhodamine activity probe, fluorescence polarization; inhibition, % at 3.39 µM; hit rate 1.2% among 340,000;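 active = inhibition above the mean of all tested compounds plus 3 SD, cut at about 24% in these data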;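 note: 0% = enzyme with DMSO and 100% = wells lacking PAFAH1B2; many of its hits are not listed in these tables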
# PME-1 inh – blocks human protein phosphatase methylesterase 1; inhibition, % at 5.9 µM; AID 2130; hit rate 0.53% among 320,000; recombinant PME-1, FP-Rh probe fluorescence polarization; Q9Y570;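 active = inhibition above the campaign mean of all compounds plus 3 SD, cut at about 26% in these data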;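 note: competitive labeling of PME-1 active site by serine hydrolase directed probe; 0% = PME-1 with DMSO and 100% = wells lacking PME-1 enzyme; inhibitors block probe labeling so polarization falls and inhibition rises; many of its hits are not listed in these tables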
# PAFAH2 inh – PAFAH2 (human) inhibition; recombinant PAFAH2, FP-rhodamine activity probe, fluorescence polarization; inhibition, % at 3.39 µM; Q99487; AID 492956; hit rate 0.99% among 340,000;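 active = inhibition above the mean over all tested compounds plus 3 SD, cut at about 30% in these data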;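 note: inhibitors block probe labeling of enzyme so polarization drops; 0% = enzyme with DMSO and 100% = wells lacking PAFAH2 protein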
# PAD4 FP inh – PAD4 (human) enzyme inhibition; recombinant PAD4, RCA probe fluorescence polarization; inhibition, % at 6.36 µM; hit rate 0.41% among 330,000; AID 485272;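 active = percent inhibition above a cutoff equal to the mean of all tested compounds plus 3 SD, cut at about 15% in these data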;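 note: 0% = PAD4 with RCA probe and DMSO and 100% = probe without PAD4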
# Target sequence (Q9UM07 whole entry, looked up): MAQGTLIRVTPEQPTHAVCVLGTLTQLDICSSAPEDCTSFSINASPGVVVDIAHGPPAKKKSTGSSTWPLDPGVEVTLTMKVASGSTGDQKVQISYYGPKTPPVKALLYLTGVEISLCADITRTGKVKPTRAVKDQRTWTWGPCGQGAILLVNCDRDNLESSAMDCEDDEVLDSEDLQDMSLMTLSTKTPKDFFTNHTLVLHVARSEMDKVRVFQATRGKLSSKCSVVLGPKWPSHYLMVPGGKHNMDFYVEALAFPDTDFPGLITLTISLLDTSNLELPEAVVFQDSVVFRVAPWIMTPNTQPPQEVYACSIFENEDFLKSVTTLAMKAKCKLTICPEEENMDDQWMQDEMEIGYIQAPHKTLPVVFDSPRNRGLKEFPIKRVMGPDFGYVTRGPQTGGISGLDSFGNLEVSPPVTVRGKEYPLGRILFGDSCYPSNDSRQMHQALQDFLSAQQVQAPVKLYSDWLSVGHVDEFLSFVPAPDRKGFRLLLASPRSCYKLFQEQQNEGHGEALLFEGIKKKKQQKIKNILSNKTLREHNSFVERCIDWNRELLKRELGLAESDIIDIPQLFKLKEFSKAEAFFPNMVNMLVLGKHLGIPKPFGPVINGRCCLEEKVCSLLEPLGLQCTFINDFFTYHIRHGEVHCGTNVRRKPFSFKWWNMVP
# pPAFAH FP inh – inhibitors of human plasma PAF acetylhydrolase (pPAFAH); recombinant pPAFAH, FP-rhodamine probe fluorescence polarization; hit rate 1.5% among 330,000; Q13093; inhibition, % at 3.39 µM;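 active = inhibition above the mean inhibition across the screen plus 3 SD, cut at about 25% in these data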;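 note: inhibitors block binding of the rhodamine activity-based probe so polarization drops; 0% = enzyme with DMSO and 100% = wells lacking pPAFAH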
# * hit, by the source's call; · = not tested or not shown; & = joins results of further samples.
SMILES,LYPLA2 inh,GSTO1 inh,PAFAH1B3 inh,LYPLA1 inh,PAFAH1B2 FP inh,PME-1 inh,PAFAH2 inh,PAD4 FP inh,pPAFAH FP inh
CCn1cc(C(=O)N(C)c2ccccc2F)c2cc(OC)c(OC)cc2c1=O,3,9,3,3,2,3,6,-9,-7
CCCc1nc(SCC(=O)Nc2nccs2)c2ccccc2n1,5,4,7,5,1,6,-22,6,2
CC(C)C(=O)Nc1ccc(N2CCCC2)cc1,3,7,5,5,-4,3,6,-1,5
CC(=O)Nc1nonc1-c1nc2ccccc2n1Cc1nnc(C)o1,4,-6,-1,0,4,3,2,-1,0
O=C(c1ccco1)N1CCN(C(c2ccc(F)cc2)c2nnnn2CC2CCCO2)CC1 (stereo not given),3,-6,10,-4,4,-2,2,2,-1
COc1ccc(Cn2cnc3c(NS(C)(=O)=O)c(C)c(C)cc32)cc1,-2,6,3,-3,-2,-1,-8,-8,22
FC(F)(F)c1nc2ccccc2n2c(-c3ccc(Cl)cc3)nnc12,2,-6,-2,4,-1,2,3,-2,8
C#CCOCCOCCOCCNc1nc(N2CCN(C(=O)[C@H]([C@@H](C)CC)n3cc([C@@H](N)CO)nn3)CC2)nc(N2CCN(C(=O)[C@H]([C@@H](C)CC)n3cc([C@@H](N)Cc4ccc(O)cc4)nn3)CC2)n1,-6,-2,4,-5,-3,6,-8,3,-1
C=CCSc1nnc2n(-c3ccccc3OC)c(=O)c3c4c(sc3n12)CCC4,-5,0,·,-1,·,0,·,-3,0
Nc1ccc(-c2nnn(CC(=O)N3CCCCC3)n2)cc1,4,1,5,4,-5,-3,7,-1,7
CCOC(=O)c1ccc(NC(=O)NC2CC3CCC(C2)N3Cc2nnnn2C(C)(C)C)cc1 (stereo not given),11,-2,1,2,7,0,2,4,4
O=C(OCc1ccc(F)cc1)c1cc(S(=O)(=O)N2CCCCC2)ccc1N1CCOCC1,6,1,9,2,4,3,-2,-4,6
Cc1ccccc1S(=O)(=O)Nc1ncnc2scc(-c3ccccc3)c12,-3,-6,4,-4,10,5,6,4,16
Cc1ccc(NC(=O)C(Nc2ccccc2)c2ccccc2)cc1 (stereo not given),-4,5,0,-5,2,-2,-2,0,-3
COc1ccc(CS(=O)(=O)CC(C)(O)c2ccccc2Cl)cc1 (stereo not given),-3,0,8,-1,15,5,-2,0,9
CN1C(=O)[C@@H]2[C@H](C1=O)[C@@H]1C(=O)Nc3ccccc3C(=O)N1[C@@H]2c1ccc(F)cc1,-1,9,4,-2,2,-5,-6,-1,2
CCN(CC)S(=O)(=O)c1ccc(N2CCOCC2)c(NC(=O)COc2ccccc2C#N)c1,0,6,3,-4,-2,-5,8,-1,-1
CCC(=O)N(CC(=O)Nc1sc(C)c(C)c1C(N)=O)Cc1ccc(F)cc1,4,3,3,3,0,-5,-2,-5,-2
O=S(=O)(NCc1csc(-c2cccs2)n1)c1ccccc1,-5,16,4,-4,4,-5,17,2,9
CN(C)C(=O)COc1ncnc2scc(-c3ccc(F)cc3)c12,6,5,6,3,0,9,0,-2,5
Cc1ccc(OCCN2CCN(CC(O)Cn3c4ccccc4c4ccccc43)CC2)cc1 (stereo not given),-2,-1,·,-6,·,4,·,-3,-3
CCOC(=O)C1=C(C)N(CCCC(=O)O)C(=O)NC1c1cccc(OC)c1 (stereo not given),-3,3,·,1,·,3,·,-2,4
O=C(/C=C/c1nc2ccccc2s1)N1CCCCCC1,6,-5,7,3,6,-5,5,3,2
CC1CC(C)CN(CCCOc2ccccc2[N+](=O)[O-])C1 (stereo not given),1,-1,-3,-2,-2,9,0,6,0
COC(=O)[C@@H](Cc1ccccc1)NC(=O)NCCc1ccccc1,0,-1,6,0,5,-6,0,1,4

# Molecules above that have an aryl thioether with sulfur outside any ring, in the order listed:
SMILES,LYPLA2 inh,GSTO1 inh,PAFAH1B3 inh,LYPLA1 inh,PAFAH1B2 FP inh,PME-1 inh,PAFAH2 inh,PAD4 FP inh,pPAFAH FP inh
CCCc1nc(SCC(=O)Nc2nccs2)c2ccccc2n1,5,4,7,5,1,6,-22,6,2
C=CCSc1nnc2n(-c3ccccc3OC)c(=O)c3c4c(sc3n12)CCC4,-5,0,·,-1,·,0,·,-3,0

# Remaining list, next part:
SMILES,LYPLA2 inh,GSTO1 inh,PAFAH1B3 inh,LYPLA1 inh,PAFAH1B2 FP inh,PME-1 inh,PAFAH2 inh,PAD4 FP inh,pPAFAH FP inh
Cc1ccc(/C=N/Nc2ccc3c(C(F)(F)F)cc(C(F)(F)F)nc3n2)cc1,-3,-1,0,1,6,1,7,-1,2
CCOC(=O)/C(=N/Nc1ccccc1)c1csc(Nc2ccccc2)n1,-8,3,11,-14,8,10,-1,-5,2
C=CCn1c(=N)n(CC(=O)O)c2ccccc21,3,3,5,1,2,2,-2,-2,4
Cc1ccc(CNC(=O)Nc2cccs2)cc1,1,14,2,-1,2,-8,3,-4,7
C=CCSc1nn2c(=O)c3ccccc3nc2s1,3,1,5,-2,-3,3,1,-3,2
COc1cc([N+](=O)[O-])ccc1NC(=S)N1CCOCC1,5,5,10,-3,1,3,-2,0,2
Cc1cc(Cl)c(S(=O)(=O)NC2CCCC2)cc1OCC(N)=O,-1,9,9,0,-2,12,13,-7,-3
O=C(NC[C@@H]1CCCO1)c1cccc2c1C(=O)c1ccc(N3CCOCC3)cc1S2(=O)=O,·,·,4,·,-1,·,-9,0,3
S=C(Nc1ccc(Oc2ccccc2)cc1)Nc1cccnc1,-1,-4,6,-7,-5,-6,-10,-3,0
COc1ccc(C(CNC(=O)c2cc(F)c(F)c(F)c2F)N2CCOCC2)cc1 (stereo not given),-1,-1,-3,-2,2,-3,-2,-5,0
O=C(Nc1c(F)cc(F)cc1Br)c1cc(-c2ccco2)on1,0,-3,2,-2,-1,-3,5,-11,16
Cc1cc(-c2ccco2)n(-c2ccccc2)n1,-7,1,5,-4,-4,-6,-3,-12,2
COc1ccc(OC2C(=O)N(c3ccc(C)c(C)c3)C2c2ccc(OC)c(OC)c2)cc1 (stereo not given),0,0,-1,-5,0,-1,-5,2,2
O=C(CN(Cc1ccccc1Cl)C(=O)c1csnn1)NCc1ccc(F)cc1,4,0,0,2,9,0,5,0,4
Cc1nc2cc(NS(=O)(=O)c3ccccc3)ccc2n1C,-5,4,-4,-2,-1,5,11,-5,6
CCn1c(SCc2nc(CC(=O)Nc3ccccc3OC)no2)nnc1-c1cccs1,-10,-3,3,-1,0,-4,0,2,1
Cc1nn(-c2ccccc2)c(Cl)c1/C=N\NC(=O)c1cnccn1,-2,25,1,-1,4,-2,-4,-2,-1
Cc1cc(C)n(CC(=O)N2CCCC(N3CCN(c4cccc(C(F)(F)F)c4)CC3)C2)n1 (stereo not given),13,1,-3,2,3,2,0,-4,4
CC(C)[C@H](NC(N)=O)C(=O)Nc1ccc2c(c1)CCC2,-2,9,6,2,3,0,-2,4,0
O=C(c1ccc(F)cc1F)N1CCCN(c2nc(-c3ccccc3)ns2)CC1,5,2,·,-1,·,0,·,1,1
O=C(COC(=O)c1ccc2ncsc2c1)NC(=O)c1ccccc1,10,0,-5,6,5,-5,4,4,3
COc1ccccc1CNC(=O)COC(=O)c1cc(-c2ccco2)nc2ccccc12,-5,22,16,-8,-3,12,33*,-6,56*
CCOc1cccc(CNc2ccc(O)cc2)c1OCc1ccc(Cl)cc1,5,76*,8,-1,3,22,8,-11,33*
Cc1ccccc1-c1nnnn1C1CCS(=O)(=O)C1 (stereo not given),5,2,6,5,4,0,-5,-3,2
Cc1cc(C)cc(C(=O)N(C)C2CCCN(Cc3ccccc3F)C2)c1 (stereo not given),-4,3,-4,3,1,16,4,-3,6
# The listing continues:
SMILES,LYPLA2 inh,GSTO1 inh,PAFAH1B3 inh,LYPLA1 inh,PAFAH1B2 FP inh,PME-1 inh,PAFAH2 inh,PAD4 FP inh,pPAFAH FP inh
O=C(Nc1nc(-c2ccc(S(=O)(=O)N3CCOCC3)cc2)cs1)c1ccccc1,-37,-14,-5&-2,-30,-1&-12,-34,-5&-26,15*,-14
CN(CC(=O)Nc1ccccc1Cl)C(=O)COC(=O)/C=C/c1ccccc1,9,-8,2,2,-4,11,3,-3,2
O=C(c1ccc(OC2CCN(Cc3ccccc3C(F)(F)F)CC2)cc1)N1CCCCC1,8,5,7,3,0,1,9,-2,10
CCN(CC)C(=O)CSc1nc2c(sc(=S)n2-c2ccccc2OC)c(=O)n1-c1ccccc1,16,-6,-2,1,1,6,38*,2,8
CC(Cc1c[nH]c2ccccc12)NC(=O)C1CCCNC1=O (stereo not given),1,-2,3,1,-2,-2,1,3,-1
Cc1cc[n+](CC(=O)Nc2nc3ccccc3s2)cc1,-1,-9,8,2,2,-1,-2,-1,7
O=C1NCCSC1c1ccccc1 (stereo not given),0,6,-1,-2,1,2,2,-1,4
O=C(CN1CCC(Cc2ccccc2)CC1)NC(=O)NCc1ccco1,-5,1,3,-2,1,-6,0,-6,9
O=C1Nc2ccccc2/C1=N\c1sc2c(c1C(=O)Nc1ccccc1)CCCC2,0,26,6,-4,-2,-4,5,-5,7
O=C(NCCOc1ccccc1)C(=O)NCC1CCCO1 (stereo not given),2,3,1,0,2,-1,0,-1,7
Cc1nc(NC(=O)CCCC(=O)Nc2nc(C)c(C)s2)sc1C,8,-1,6,-2,5,-7,-1,-4,4
Cc1c(C(=O)N/N=C/c2ccc(N3CCOCC3)cc2)nc2ccccn12,17,9,-4,5,-2,0,3,0,10
COc1ccc(OC)c(NC(=O)c2ccccc2N(C)S(=O)(=O)c2ccc(C)cc2)c1,1,1,3,0,2,-2,5,-1,7
COC(=O)N/N=C/c1cccnc1,4,-1,4,1,1,4,-4,-1,2

# Random excerpt: two compounds from above
SMILES,LYPLA2 inh,GSTO1 inh,PAFAH1B3 inh,LYPLA1 inh,PAFAH1B2 FP inh,PME-1 inh,PAFAH2 inh,PAD4 FP inh,pPAFAH FP inh
O=C(Nc1c(F)cc(F)cc1Br)c1cc(-c2ccco2)on1,0,-3,2,-2,-1,-3,5,-11,16
Cc1nc2cc(NS(=O)(=O)c3ccccc3)ccc2n1C,-5,4,-4,-2,-1,5,11,-5,6

# Arranged by count of non-hydrogen atoms (falling): 3 of the compounds above.
SMILES,LYPLA2 inh,GSTO1 inh,PAFAH1B3 inh,LYPLA1 inh,PAFAH1B2 FP inh,PME-1 inh,PAFAH2 inh,PAD4 FP inh,pPAFAH FP inh
Cc1nc(NC(=O)CCCC(=O)Nc2nc(C)c(C)s2)sc1C,8,-1,6,-2,5,-7,-1,-4,4
Cc1cc[n+](CC(=O)Nc2nc3ccccc3s2)cc1,-1,-9,8,2,2,-1,-2,-1,7
COC(=O)N/N=C/c1cccnc1,4,-1,4,1,1,4,-4,-1,2

# Given bar-delimited: 2 of the compounds above
Compound | LYPLA2 inh | GSTO1 inh | PAFAH1B3 inh | LYPLA1 inh | PAFAH1B2 FP inh | PME-1 inh | PAFAH2 inh | PAD4 FP inh | pPAFAH FP inh
CCOC(=O)/C(=N/Nc1ccccc1)c1csc(Nc2ccccc2)n1 | -8 | 3 | 11 | -14 | 8 | 10 | -1 | -5 | 2
O=C(Nc1c(F)cc(F)cc1Br)c1cc(-c2ccco2)on1 | 0 | -3 | 2 | -2 | -1 | -3 | 5 | -11 | 16

# These rows are one share of the data; rates above refer to the full screens.
